From PubChem BioAssay
PTAP TSG101 blk: blocks PTAP/TSG101 interaction to inhibit HIV-1 budding. 340,000 tested, under 10 active. Q99816. Fluorescence polarization, FITC-PTAP peptide / Tsg101 binding. AID 493005. Potency, µM (doses to about 115 µM), for inactives: top-dose activity change, negative = inhibition, actives largely listed as inhibitors; active means well fitted inhibition curve with a large enough effect in the main read-out, with a control signal flat, not every such curve was filed as active; inconclusive means small, poorly fitted or top-dose-only effect, or effect the other way, or a change in a side signal; inactive means no such curve, though single readings can be large or run the other way; further: potency means the concentration at half of the fitted maximal effect; % of control where 0% means no effect
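Fluorescence polarization binding of Tsg101 binding domain (10 uM final) to FITC-labeled PTAP peptide (50 nM final) in HEPES pH 7.5 buffer with NaCl, Tween 20, EDTA, TCEP. Compounds added before peptide; binding 20 min at RT.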
BCR signal inh: inhibitors of chronic active B-cell receptor signaling; ABC-DLBCL IkBa-CBG/CBR reporter, luminescence ratio, 4 h; Potency, µM (titrated, usually from 46.1 µM), for inactives: at the highest dose ratio change, negative = lower green/red ratio, actives largely listed as inhibitors; actives 0.05% (n = 340,000); AID 493014; active means well fitted inhibition curve with a large enough effect in the signal ratio, with a control signal flat, not every such curve was filed as active; inconclusive means small, poorly fitted or top-dose-only effect, or effect the other way, or a change in a side signal; the % refers to the signal ratio;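 further: potency means the concentration at half of the fitted maximal effect; plate controls were basal doxycycline-induced cells for no effect and cells given 10 µM MG132 for full effect; MG132 reads +100%, hits lower the ratio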
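TMD8 ABC-DLBCL cells carrying doxycycline-inducible green luciferase fused to IkappaBalpha plus unfused red luciferase were exposed to compounds (up to 46 uM) for 4 hrs at 37C. Activity came from the overlap-corrected green/red luminescence ratio.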
ELG1 repair inh: ELG1-dependent DNA repair inhibition. HEK293T ELG1-luciferase reporter, luminescence, 16 h; DNA damage induced by 5-fluorouridine. actives 2.3% (n = 330,000). Potency, µM (top dose mostly 46.1 µM), for inactives: top-dose activity change, negative = inhibition, most hits filed as inhibitors; further: potency means the concentration at half of the fitted maximal effect; on the % scale 0 is the no-effect control and ±100 the full control effect; nearly all actives have a fitted effect of over 55% in size
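Cells (2,000 per well) received 5-fluorouridine plus test compound or DMSO and were incubated 16 hr at 37 °C, 5% CO2. Luciferase activity was read by luminescence 30 min after ONE-Glo addition; signal suppression marked inhibition of damage-induced ELG1 function.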
TSHR antag: antagonists of human thyroid stimulating hormone receptor; P16473; TSHR-expressing cells, TSH-stimulated cAMP HTRF, 2 h; hits give low values; activity change, negative = inhibition, % at 11.5 µM; actives 0.2% (n = 330,000); AID 504810;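 active means activity change below a set negative limit, meaning inhibition stronger than a set level, cut at about -70% in these data; inconclusive means activity change between two set negative limits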; further: on the % scale 0 is the no-effect control and ±100 the full control effect
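TSHR-expressing cells were treated with compounds, then stimulated with TSH at EC80 (4nM final) for 2 hours at 37 deg C. Cellular cAMP was measured by HTRF competition between lysate cAMP and cAMP-d2 for a cryptate-labelled anti-cAMP antibody.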
Mito fusion yeast: inhibitors of mitochondrial division or activators of mitochondrial fusion. S. cerevisiae fusion-defective mutant growth rescue, CellTiterGlo 48 h. AID 485298. Potency, µM (top dose mostly 46.1 µM), for inactives: at the top dose growth rescue (activation), usual class: activators. actives 0.23% (n = 320,000);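 further: potency means the concentration at half of the fitted maximal effect; % of control where 0% means no effect; nearly all actives have a fitted effect of over 45% in size; temperature-sensitive fusion mutants such as fzo1-1 at 37 °C on non-fermentable ethanol glycerol medium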
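Yeast fusion mutant, YPEG (non-fermentable carbon), compound, 48 h at 37C non-permissive; CellTiterGlo added, 10 min RT, luminescence read. Rescued growth = division inhibition.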
Tb PFK inh: inhibitors of T. brucei phosphofructokinase | actives 0.17% (n = 330,000) | O15648 | AID 485367 | T. brucei PFK, ADP-Glo luminescence | Potency, µM (doses to about 57.5 µM), without a hit: at the highest dose activity, negative = inhibition, most hits filed as inhibitors;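 further: potency means the concentration at half of the fitted maximal effect; 0% = uninhibited 1x PFK enzyme wells and -100% = no-enzyme wells; nearly all actives have a fitted effect of over 60% in size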
Target sequence (O15648 whole entry, looked up): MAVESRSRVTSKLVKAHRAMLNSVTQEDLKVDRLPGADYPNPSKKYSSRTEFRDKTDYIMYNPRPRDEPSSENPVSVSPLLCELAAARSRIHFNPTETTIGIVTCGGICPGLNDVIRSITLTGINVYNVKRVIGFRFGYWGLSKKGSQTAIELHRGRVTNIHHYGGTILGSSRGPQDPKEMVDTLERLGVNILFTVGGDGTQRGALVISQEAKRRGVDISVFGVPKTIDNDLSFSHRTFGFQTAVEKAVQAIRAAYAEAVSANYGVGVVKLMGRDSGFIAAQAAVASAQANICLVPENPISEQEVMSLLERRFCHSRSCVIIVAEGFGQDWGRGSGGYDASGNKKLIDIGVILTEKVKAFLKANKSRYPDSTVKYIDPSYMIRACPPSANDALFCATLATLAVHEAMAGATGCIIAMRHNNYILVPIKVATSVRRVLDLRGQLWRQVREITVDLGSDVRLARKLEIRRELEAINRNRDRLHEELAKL
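Compounds were pin-transferred as a titration series up to 57 uM into substrate buffer (0.5 mM F6P, 0.1 mM ATP, pH 8.0), then 1.25 nM PFK was added and reactions ran 45 min before ADP-Glo detection.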
A-T KAP1 phos: potential ataxia-telangiectasia treatments restoring KAP-1 phosphorylation | […] A-T fibroblasts, KAP-1 phosphorylation AlphaLISA; neocarzinostatin DNA damage 30 min before lysis | Potency, µM (series often up to 57.5 µM), inactives show at the highest dose activation, usual class: activators | actives 0.19% (n = 320,000) | AID 485349; further: potency means the concentration at half of the fitted maximal effect; % of control where 0% means no effect; nearly all actives have a fitted effect of over 45% in size
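hTERT-immortalized A-T patient fibroblasts ([…]), 500 cells/well in OPTI-MEM, 1% FBS, got compounds for 60 min, then NCS for 30 min at 37C. Lysates were then assayed for phospho-KAP-1 by AlphaLISA (anti-pKAP1 donor, anti-KAP1 acceptor beads), 6 hr at 25C.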
Integrin act MD: activates integrin-mediated alleviation for muscular dystrophy; alpha7betagal myoblasts, beta-gal FDG fluorescence, 48 h; actives 0.064% (n = 350,000); AID 624291; Potency, µM (titrated, usually from 38.3 µM), inactives show at the highest dose activation, most hits filed as activators;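 further: potency means the concentration at half of the fitted maximal effect; 100% = response of the positive control SU9516; nearly all actives have a fitted effect of over 60% in size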
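alpha7betagal+/- myoblasts (passage 13, 250/well) treated 48 h at 37C with compounds at 1:260 dilution of DMSO stock. Lysed, then beta-galactosidase activity read as FDG fluorescence (ex 480/em 540) after 30 min, with pre-read for autofluorescence.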
ASM inhibitor: blocks human secretory acid sphingomyelinase | P17405 | placental ASM, HMU-PC fluorogenic substrate, 60 min | Potency, µM (series often up to 57.5 µM), for inactives: top-dose activity change, negative = inhibition, usual class: inhibitors | actives 0.006% (n = 340,000) | AID 504937; further: potency means the concentration at half of the fitted maximal effect
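Fluorogenic HMU-PC substrate (9 uM final) is turned over by placental ASM in 60 min at 37 C after a 10 min compound preincubation. Reaction ended by alkaline stop (pH 10), with fluorescence read at 386/447 nm.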
TCR act: T cell receptor activation; primary human leukocytes, anti-CD3, IL-2 HTRF, 48 h; 330,000 tested, under 10 active; AID 504894; Potency, µM (titrated, usually from 9.22 µM), inactives show top-dose activation of IL-2 secretion, most hits filed as activators; further: % of control where 0% means no effect
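Primary human leukocytes incubated 48 hr with anti-CD3 beads plus compound, without co-stimulation. Secreted IL-2 measured by HTRF (europium cryptate/d2 anti-IL-2 pair, 320 nm excitation, 665 nm emission).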
Eya2 phos inh: Eya2 (human) phosphatase inhibition | Potency, µM (series often up to 76.9 µM), for the others: at the top dose activity, negative = inhibition, most hits filed as inhibitors | recombinant Eya2, OMFP fluorescence dephosphorylation (OMFP is methylfluorescein phosphate) | actives 0.006% (n = 330,000); further: potency means the concentration at half of the fitted maximal effect; on the % scale 0 is the no-effect control and ±100 the full control effect
Target sequence (O00167 whole entry, looked up): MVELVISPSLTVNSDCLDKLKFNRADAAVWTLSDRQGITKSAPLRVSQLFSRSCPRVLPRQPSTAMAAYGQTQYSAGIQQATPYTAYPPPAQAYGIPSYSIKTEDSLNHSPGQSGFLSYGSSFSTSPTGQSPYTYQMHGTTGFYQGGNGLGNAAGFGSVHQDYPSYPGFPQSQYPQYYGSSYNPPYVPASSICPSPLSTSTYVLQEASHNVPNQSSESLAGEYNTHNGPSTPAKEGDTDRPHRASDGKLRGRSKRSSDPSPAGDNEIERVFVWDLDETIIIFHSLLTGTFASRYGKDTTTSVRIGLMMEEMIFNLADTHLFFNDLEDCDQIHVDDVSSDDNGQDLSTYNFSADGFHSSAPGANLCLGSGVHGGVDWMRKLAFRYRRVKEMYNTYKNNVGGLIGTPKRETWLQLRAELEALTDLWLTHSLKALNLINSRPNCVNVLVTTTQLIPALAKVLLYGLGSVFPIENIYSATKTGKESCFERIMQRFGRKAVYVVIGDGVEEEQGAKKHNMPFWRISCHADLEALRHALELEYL
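Eya2 (0.2 uM) preincubated 10 min at ambient with compound, then OMFP substrate added at 50 uM; 10 min reaction in 50 mM HEPES pH 7.5, 50 mM NaCl, 5 uM MgCl2, 0.05% BSA, 1 mM DTT. Fluorescence read at Ex 485/Em 525 nm.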
Starred values were filed as active, the others as inactive; ? = inconclusive; · = not tested or not shown; [ ] = another dose, or the depositor's remark. Unless noted, the call rests on the fitted dose curve; in most records, active means well fitted curve in the direction sought with a large enough effect; inconclusive means small, poorly fitted or top-dose-only effect, or another doubt; inactive means no such curve, though single readings can be large; an effect the other way counts as inactive or inconclusive.

SMILES	PTAP TSG101 blk	BCR signal inh	ELG1 repair inh	TSHR antag	Mito fusion yeast	Tb PFK inh	A-T KAP1 phos	Integrin act MD	ASM inhibitor	TCR act	Eya2 phos inh
CCN1C(=O)N(c2ccc(Cl)cc2)C(C)=CC1(C)C	-6%	10%	15%	-4	5%	4%[0.46 µM]	2%	6%	0%	0%	6%
COc1ccc2no[n+]([O-])c2c1	·	-8%	?	12	-8%	-7%	12%	·	·	·	2%
C[C@H](NC(=O)Cc1cccc2ccccc12)C(=O)N1CCCN(C)CC1	0%	2%	-2%	-3	8%	-2%	0%	-11%	2%	6%	2%
COc1ccc(-n2c(-c3ccco3)n[nH]c2=S)cc1	-11%	0%	0%	6	0%	-10%	2%	-18%	4%	-6%	11%
Cc1oc2c(Cl)c(Cl)c(O)c(CN(C)C)c2c1C(=O)c1ccc(Cl)cc1	0%	?	?	38	-2%	-4%	-10%	?	-6%	14%	5%
CC(C)n1nc(C(=O)OCn2nnc3ccccc3c2=O)c2ccccc2c1=O	-4%	?	17%	18	1%	-9%	5%	-3%	4%	-3%[46.1 µM]	1%
CCOC(=O)Cn1nnnc1C(CC)N(Cc1cc2c(C)cc(C)cc2[nH]c1=O)C1CCCC1 (stereo not given)	·	0%	-5%	-11	-4%	0%	12%	·	·	·	-4%
COc1ccc(N2C(S)=C(C#N)C(=O)NC23CCCCC3)cc1	-10%	?	15%	-6	-3%	5%	-4%[11.5 µM]	3%	2%	14%	3%
Cc1[nH]c2ccccc2c1C1C(c2ccccc2)=NN=C(C(C)C)N1O (stereo not given)	-11%	-7%	-14%	11	5%	2%	-2%	-12%	1%	-1%[46.1 µM]	-8%
C=CCc1cccc(CNc2nc3ccccc3n2CCC)c1O	-7%	1%	-17%	0	6%	1%	?	-15%	-4%	2%	1%
Cc1ccc(NC(=O)c2cccc(C(F)(F)F)c2)cc1NC(=O)c1[nH]cnc1C(N)=O	2%	-3%	-9%	-6	3%	0%	1%	4%	0%	0%	-17%
O=C(c1ccccc1[N+](=O)[O-])N1CCCC(C(=O)N2CCCCCC2)C1 (stereo not given)	0%	-1%	-7%	-4	0%	2%	9%	1%	-1%	7%	5%
CC(=O)OCCN(Cc1ccccc1)Cc1ccc2c(c1)OCO2	-4%	-11%	4%	14	1%	-2%	4%	16%[7.66 µM]	-1%	12%	11%
COc1cc2c(cc1OC)C(C(=O)N(C)Cc1ccccc1)C(c1cccnc1)N(C)C2=O (stereo not given)	-2%	11%	0%	15	2%	-4%	2%	0%	0%	-4%	1%
Cc1cccc(C(=O)NNC(=O)CCC(=O)Nc2cccc(Cl)c2C)c1	-1%	-4%	-8%	5	-7%	1%	2%	11%	1%	2%[46.1 µM]	5%
OCCN1CCOCCOc2ccccc2OCCOCC1	-2%	3%	0%	7	0%	-1%	0%	2%	-2%	4%	-8%
CCCCCc1c(C)nc(N2CCc3ccccc32)[nH]c1=O	1%	?	-14%	0	1%	2%	-2%	-5%	-2%	3%[46.1 µM]	4%
O=C(/C=C/c1ccc2c(c1)OCCCO2)c1ccc2ccccc2c1O	-3%	?	?	-27	-6%	6%	22%	-21%	2%	8%[46.1 µM]	-1%
CN1CCN(C(=O)c2ccc(C(C)(C)C)cc2)CC1	-6%	4%	8%	-7	-2%	-1%	8%	6%[7.66 µM]	-2%	-6%	3%[15.4 µM]
COc1ccc(N2C(=O)CS/C2=C\[N+](=O)[O-])cc1	0%	6%	?	14	-4%	7%	18%	18%	0%	-1%	12%
COc1ccc(C(C)(C)C)cc1NC(=O)COC(=O)c1cc(SC)ccc1Cl	-5%	?	-24%	-4	12%	-1%	1%	16%	8%	7%[46.1 µM]	-5%
CCOc1cc(C(=O)Nc2ccc(NC(C)=O)cc2)ccc1OCC(=O)N1CCCCC1	0%	2%	-14%	11	-3%	0%	11%	-5%	-1%	-1%[46.1 µM]	-3%
O=C(NCc1cccnc1)/C(=N\O)c1ccccc1	-5%	10%	10%	6	0%	-2%	·	-19%	6%	0%	3%
CC(C)(C)OC(=O)C(Cc1ccc(OC(C)(C)C)cc1)NC(=O)CNC(=O)CNC(=O)OCc1ccccc1 (stereo not given)	-2%	?	?	-5	-1%	1%	5%	0%	-1%	-5%[46.1 µM]	-4%
CCCCNC(=O)c1ccc2c(c1)N(CC)C(=O)c1ccccc1S2(=O)=O	-5%	7%	-5%	-10	-1%	0%	4%	14%	-3%	-5%	6%
CCCc1c(C(=O)OCC)sc(N)c1C#N	0%	?	-18%	23	-7%	?	5%	?	2%	-6%	1%
CN(C)CCCN(C(=O)C1COc2ccccc2O1)c1nc2cc3c(cc2s1)OCO3 (stereo not given)	0%	?	15%	0	2%	-2%	4%	0%	-1%	-2%	3%
Cc1cccc(C(=O)NCc2nnc3c4ccccc4c(-c4ccccc4)nn23)c1	-7%	6%	?	0	0%	0%	6%	7%	-18%	-6%[46.1 µM]	-9%
COc1ccccc1NC(=O)C1CCN(c2ncccn2)CC1	1%	-2%	11%	1	0%	1%	-2%	15%	1%	-5%	-9%
CC(=O)CCc1c(C)[nH]c2ccccc2c1=O	-3%	2%	18%	-2	-1%	-5%	1%	24%	-1%	0%	12%
CC(=O)Nc1ccc(S(=O)(=O)N2CCCCC2c2cccnc2)cc1 (stereo not given)	-6%	-2%	-4%	-8	0%	-3%	8%	8%[7.66 µM]	4%	0%	-3%
COc1ccc(CCNC(=O)C(=O)NCC2OCCN2S(=O)(=O)c2cc(F)ccc2F)cc1OC (stereo not given)	-3%	?	?	14	0%	-4%	-1%	-13%	-4%	3%	11%
CC(C)(C)c1ccc(NNC(=O)C2CCC2)cc1	-2%	-6%	5%	15	2%	6%	5%	-16%	3%	-3%	8%
Cc1ccc(-c2csc(NC(=O)CSc3nnc4c(n3)[nH]c3ccccc34)n2)cc1	-1%	0%	?	-13	-1%	-2%	0%	-39%	-5%	-1%	-6%
C=CCn1c(NCCO)nc2c1c(=O)n(C)c(=O)n2C	-3%	8%	-23%	9	2%	3%	6%	-13%	0%	2%	0%
O=C(Cc1ccc(Br)cc1)N1CCN(c2ccc(F)cc2)CC1	-4%	-16%	-1%	-10	11%	-4%	·	-2%	-1%	-2%	-6%
Cc1ccc(NC(=O)N2CCC(NC(=O)c3ccco3)CC2)cc1	-3%	4%	0%	20	-24%	-4%	2%	15%	2%	-3%	-6%
Cc1cc(NC(=O)CCC(=O)N(c2cccnc2)C(C(=O)NC2CCCC2)c2ccccc2F)no1 (stereo not given)	-9%	-10%	-3%	31	-4%	-4%	2%	-14%	4%	-1%[46.1 µM]	10%
Cc1ccc(NS(=O)(=O)c2ccc(N3CCN(c4ccc(O)cc4)CC3)c([N+](=O)[O-])c2)c(C)c1	-8%	?	-21%	-20	?	-1%	-2%	21%	-21%	0%[46.1 µM]	-5%
COc1cccc(CNC(=O)CCn2ccc3cc(S(=O)(=O)N4CCC(C)CC4)ccc32)c1	-4%	-3%	-11%	62	0%	3%	12%	-19%	-11%	2%	2%
CCN1C(=O)/C(=C/c2cccs2)S/C1=N\S(=O)(=O)c1ccc(C)cc1	0%	3%	-4%	-14	-1%	-3%	0%	4%	1%	-5%[46.1 µM]	-2%
CCCOc1ccc(C(=O)NCCN2CCOCC2)cc1	-1%	1%	25%	-1	1%	7%	10%	-9%	2%	·	-3%
Fc1ccc(-c2cc(-c3nnc4n3CCCCC4)c3ccccc3n2)cc1	-4%	-6%	-7%	-6	-3%	-6%	7%	?	5%	8%[46.1 µM]	-2%
